Runt-SMMHC FRET: inhibitors of RUNX1 Runt–CBFb-SMMHC binding, primary screen, biochemical, FRET, Cerulean-Runt, Venus-CBFb-SMMHC, uHTS; Runt-related transcription factor 1 (Homo sapiens) + Core-binding factor subunit beta …; Cerulean-Runt/Venus-CBFb-SMMHC FRET ratio 530/480, 1 h; inhibition, % at 20 µM; 220,000 compounds, 0.74% hits; AID 1434, 2008;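 active = mean inhibition across duplicate retests at 20 µM reaching about 50%, limit read from the data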;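 also: 0% = DMSO wells and 100% = wells with excess untagged CBFb-SMMHC; inhibitors lower the FRET ratio by blocking Runt binding to CBFb-SMMHC; some results filed as inactive read as strong as hits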
Target sequence (Q01196 whole entry, looked up): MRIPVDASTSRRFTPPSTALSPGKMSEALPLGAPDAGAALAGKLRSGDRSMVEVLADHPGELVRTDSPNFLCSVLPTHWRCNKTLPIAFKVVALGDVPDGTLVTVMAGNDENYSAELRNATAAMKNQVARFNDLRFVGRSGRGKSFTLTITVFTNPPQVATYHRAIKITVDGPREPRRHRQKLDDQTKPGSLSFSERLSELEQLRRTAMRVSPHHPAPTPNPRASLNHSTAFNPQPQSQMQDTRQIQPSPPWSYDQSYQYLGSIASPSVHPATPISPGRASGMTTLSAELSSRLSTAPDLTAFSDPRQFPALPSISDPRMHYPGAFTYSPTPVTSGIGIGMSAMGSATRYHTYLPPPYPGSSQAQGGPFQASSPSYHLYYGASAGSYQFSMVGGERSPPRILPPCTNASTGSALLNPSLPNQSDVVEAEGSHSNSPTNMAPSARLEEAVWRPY
Target sequence (Q13951 whole entry, looked up): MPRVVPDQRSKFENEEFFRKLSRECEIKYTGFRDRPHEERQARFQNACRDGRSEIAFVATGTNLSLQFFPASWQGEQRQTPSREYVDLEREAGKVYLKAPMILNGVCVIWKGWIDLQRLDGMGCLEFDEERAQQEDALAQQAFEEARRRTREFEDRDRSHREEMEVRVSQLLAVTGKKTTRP
EP2 antag: human EP2 receptor antagonists, primary screen, TR-FRET cAMP, C6 glioma cells | Prostaglandin E2 receptor EP2 subtype (Homo sapiens), P43116 | C6 glioma cells expressing human EP2; cells stimulated with saturating PGE2 | inhibition, % at 25 µM | 260,000 compounds, 0.52% hits | AID 1422, 2008;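 active = percent inhibition above 40 after rounding to a whole number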;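 also: rat C6 glioma host cells with rolipram phosphodiesterase inhibitor present; the protocol text gives 20 µM as final concentration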
Runt-CBFb FRET: inhibitors of RUNX1 Runt–CBFb binding, primary screen, biochemical, FRET, Cerulean-Runt, Venus-CBFb, uHTS. Cerulean-Runt/Venus-CBFb FRET ratio 530/480, 1 h. 220,000 compounds, 0.46% hits. inhibition, % at 20 µM;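 active = inhibition over about 50% at 20 µM in the single-dose screen, limit read from the data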;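 also: 0% = DMSO wells and 100% = excess unlabeled CBFb competitor control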
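Assay system: Cerulean-tagged RUNX1 Runt domain (FRET donor) fusion protein / Amount: 100 nM each of Venus-CBFb and Cerulean-Runt domain / Medium: Tris buffer pH 7.5 with salts and BSA / Also added: Venus-CBFb 100 nM / Schedule: 1 h complex formation plus 1 h compound treatment, room temperature / Signal: FRET fluorescence / Read-out: loss of energy transfer signal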
Hck-Nef inh: inhibitors of Nef-activated human Hck kinase, primary screen, biochemical, Z-Lyte FRET, 384-well, Hck-YEEI. Recombinant Hck-YEEI plus Nef, Z-Lyte FRET kinase assay. 220,000 compounds, 0.68% hits. AID 463187, 2010. inhibition, % at 20 µM;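 active = Hck-Nef kinase inhibition above about 50%, limit read from the data; inactive = inhibition below that limit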;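 also: 0% = DMSO with Hck plus Nef and 100% = Hck alone without Nef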
L929 necroptosis: inhibitors of zVAD-triggered necroptosis, primary screen, L929 cells | L929 zVAD necroptosis rescue, ATP luminescence, 24 h; with zVAD 60 µM | viability rescue, % at 10 µM | 220,000 compounds, 0.38% hits | AID 1377, 2008;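 active = activation, scaled between plate controls, above about 75%, limit read from the data; inactive = activation under that limit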;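 also: 0% = zVAD with DMSO and 100% = DMSO alone without zVAD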
TNF necrop inh: inhibitors of TNF-alpha triggered necroptosis, primary screen, cell-based, Jurkat FADD-/-, single concentration; Jurkat FADD-/- TNF necroptosis rescue, ATP luminescence, 24 h; 0 = TNF only, 100 = no-TNF cells; activation (protection from cell death), % at 10 µM; 220,000 compounds, 0.068% hits; AID 463075, 2010;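 active = activation, meaning protection from cell death, of at least 50% relative to plate controls; inactive = activation below 50%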;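 also: necroptosis triggered by 40 ng/mL TNF-alpha added together with compound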
EP2 mod: EP2 receptor modulators, cAMP readout, primary screen, cell-based, HTRF cAMP, PGE2 stimulation | 260,000 compounds, 0.83% hits | induction, % at 25 µM | EP2-expressing cells, cAMP HTRF FRET, PGE2 co-stimulation | AID 940, 2007 | Prostaglandin E2 receptor EP2 subtype (Homo sapiens), P43116;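 active = compounds whose cAMP rise, as percent of the full-agonist control response, exceeds 60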;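 also: rat C6 glioma line stably carrying human EP2 under a CMV promoter; the protocol text gives 20 µM as final concentration; 100% = response of wells given 1 µM PGE2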
PERK inh: block of dimerizer-induced PERK translation repression, primary screen, PERK inhibitor project, CHO PERK-DD cells, SEAP luminescence, HTS. CHO PERK-DD fusion, SEAP luminescence translation reporter. inhibition, % at 5.6 µM. 220,000 compounds, 0.17% hits. AID 1416, 2008;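 active = inhibition above the mean inhibition of all tested compounds plus 3 SD, set separately per screening campaign, cut at about 2.9% in these data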;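 also: PERK kinase domain activated by AP20187 dimerizer at 100 nM; 0% = DMSO with dimerizer and 100% = rapamycin at 8.4 µM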
RBBP9 inhibitor: human RBBP9 inhibitors, primary screen, biochemical, fluorescence polarization, FP-Rh probe, HTS | Serine hydrolase RBBP9 (Homo sapiens), O75884 | recombinant RBBP9 | inhibition, % at 7.94 µM | 220,000 compounds, 0.2% hits;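 active = inhibition above the campaign mean of all tested compounds plus 3 SD, cut at about 14% in these data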;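 also: plate controls were DMSO wells with RBBP9 for no effect and wells lacking RBBP9 protein for full effect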
Target sequence (O75884 whole entry, looked up): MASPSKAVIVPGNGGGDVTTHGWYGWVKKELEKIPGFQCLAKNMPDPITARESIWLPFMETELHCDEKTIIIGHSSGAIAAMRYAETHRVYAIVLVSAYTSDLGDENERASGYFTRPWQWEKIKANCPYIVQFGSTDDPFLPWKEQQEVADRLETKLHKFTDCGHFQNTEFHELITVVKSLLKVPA
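System: RBBP9 protein | Quantity: 2.5 µM RBBP9 dispensing solution, before mixing | Reagent: FP-Rh probe, 375 nM dispensing solution | Timing: Enzyme-compound preincubation 30 min, then probe labeling 45 min, 25 °C | Measured by: Fluorescence polarization | Read-out: % inhibition | Replication: One well per compound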
* marks the source's active call; other numbers are inactive results; . = not tested or not shown; & = joins results of further samples. An excerpt; count on the stated rates, not on these rows.

SMILES	Runt-SMMHC FRET	EP2 antag	Runt-CBFb FRET	Hck-Nef inh	L929 necroptosis	TNF necrop inh	EP2 mod	PERK inh	RBBP9 inhibitor
O=C(CN1CCN(Cc2ccccc2Cl)C1=O)NCCCN1CCOCC1	-2.0	4.4	3.3	15.0	-0.1	1.6	19.9	-0.2	-6.2
CC(C)OC(=O)C1C(=O)CC(C)(O)C(C(=O)OC(C)C)C1c1ccc(F)cc1 (stereo unspecified)	-2.8	11.9	-3.3	5.4	0.0	0.1	14.4	-0.8	4.2
CCOC(=O)c1nn(-c2ccccc2)c2nnc(Cc3ccc(C)cc3)c(=O)n12	3.1	8.2	-5.0	3.3	-0.2	0.6	30.3	-0.6	-1.8
COc1ccc(N2CCN(C(c3cccs3)C(C)NS(C)(=O)=O)CC2)cc1 (stereo unspecified)	1.1	6.8	2.3	17.2	-1.5	0.6	-8.4	0.0	-6.6
N=C1C(c2ccccc2)=C(O)CN1c1ccccc1	3.7	16.7	-2.4	-56.1	1.5	0.2	-7.2	0.4	7.3
O=S(=O)(NCC(c1cccnc1)N1CCN(c2ccccc2F)CC1)c1cccs1 (stereo unspecified)	-0.5	11.6	-0.1	0.6	-0.2	-1.2	6.7	-0.5	3.3
Cc1nc(N2CCN(Cc3ccccc3)CC2)[nH]c(=O)c1C	-9.9	6.3	-1.1	1.1	0.1	0.1	.	0.8	-8.1
COc1ccccc1-n1cc(CN2CCCC(CO)(Cc3cccc(Cl)c3)C2)cn1 (stereo unspecified)	-1.8	3.8	0.0	19.3	1.2	5.0	-21.4	0.3	-8.6
COc1cc([N+](=O)[O-])cc(/C=N\NC(=O)C2COc3ccccc3O2)c1O (stereo unspecified)	-3.3	15.1	-3.8	23.2	1.2	-4.8	-24.2	1.4	-4.1
COc1ccc(OC)c(NC(=O)CC(NC(C)=O)c2ccccc2)c1 (stereo unspecified)	2.3	10.8	1.2	20.7	5.7	0.4	11.2	1.2	-5.2
COc1ccc(CC(=O)NC(C)(C)CC(C)=O)cc1OC	-7.1	13.0	-2.6	-0.8	1.1	-0.6	13.8	0.6	-3.6
Cc1cc(C)[n+]2[nH]c(N)c(N=Nc3ccccc3)c2n1	.	2.9	.	9.2	1.6	0.7	-37.8	0.2	-6.8
CCNC(=O)NC(=O)c1csc([N+](=O)[O-])c1	-1.3	5.1	-1.2	0.8	1.0	4.4	5.6	1.9	-12.7
O=c1[nH]cn[nH]1	2.1	15.5	0.3	17.0	0.7	0.3	16.2	1.3	2.0
COc1ccc(C(=O)N(CC2CCCO2)C(C(=O)NC2CCCC2)c2ccc(Cl)cc2)cc1OC (stereo unspecified)	3.4	13.9	-2.6	1.3	-0.3	-4.2	18.4	0.0	-7.5
O=C(c1ccc(CNS(=O)(=O)c2ccccc2)cc1)N1CCN(Cc2ccccc2)CC1	2.6	4.7	1.2	0.3	-0.5	-5.1	17.2	-0.4	0.2
CC(C(=O)N1CCCCC1)N1C(=O)c2ccccc2C1=O (stereo unspecified)	2.0	14.3	0.4	0.9	1.1	-1.0	-21.2	1.3	-10.9
CCOC(=O)C1CCN(C(c2cccs2)c2sc3nc(C)nn3c2O)CC1 (stereo unspecified)	0.0	16.7	-0.2	2.4	1.9	-0.1	26.9	0.1	-2.5
O=C(Cn1cnc2c(nnn2Cc2ccccc2F)c1=O)N1CCN(c2ccccc2)CC1	4.4	12.4	-1.1	13.6	-0.9	-0.7	31.5	-0.5	-7.5
CC(C)(/C=N/O)/[N+]([O-])=C/C=[N+](\[O-])C(C)(C)/C=N/O	1.8	7.5	0.7	0.3	1.2	-1.6	5.6	1.6	-1.5
CCC(=O)N1CCc2cc(S(=O)(=O)CCC(=O)O)ccc21	2.2	9.0	1.1	0.4	-0.3	-1.7	21.5	1.6	-4.2
CCSCc1nnc(SCC(=O)Nc2nc(C)cs2)n1C	-1.1	4.7	0.1	4.4	1.6	1.2	-9.6	1.8	3.6
Cc1ccc(-n2ncc3c(=O)n(CC(=O)NC4CCCC4)cnc32)cc1C	1.6	9.2	-2.5	1.1	6.0	-0.1	-8.4	1.4	-5.2
NC(=O)CC(NC(=O)Cc1ccc(Br)cc1)c1ccc(N2CCN(c3ccc(F)cc3)CC2)c([N+](=O)[O-])c1 (stereo unspecified)	0.0	11.4	3.1	36.1	0.4	-0.7	-12.0	.	.
CCN(CC)c1ccc(/C=N/NC(=O)Cc2cccs2)c(O)c1	12.3	18.2	-0.3	4.2	12.7	-8.0	-16.8	0.7	-5.8

In the list so far, these have an NH in an aromatic ring:
SMILES	Runt-SMMHC FRET	EP2 antag	Runt-CBFb FRET	Hck-Nef inh	L929 necroptosis	TNF necrop inh	EP2 mod	PERK inh	RBBP9 inhibitor
Cc1nc(N2CCN(Cc3ccccc3)CC2)[nH]c(=O)c1C	-9.9	6.3	-1.1	1.1	0.1	0.1	.	0.8	-8.1
Cc1cc(C)[n+]2[nH]c(N)c(N=Nc3ccccc3)c2n1	.	2.9	.	9.2	1.6	0.7	-37.8	0.2	-6.8
O=c1[nH]cn[nH]1	2.1	15.5	0.3	17.0	0.7	0.3	16.2	1.3	2.0

Next section.
SMILES	Runt-SMMHC FRET	EP2 antag	Runt-CBFb FRET	Hck-Nef inh	L929 necroptosis	TNF necrop inh	EP2 mod	PERK inh	RBBP9 inhibitor
CC1(C)CC(=O)C2=C(C1)OC(c1ccc(O)cc1)C(C#N)=C2N (stereo unspecified)	2.2	4.2	2.4	3.1	-0.1	0.4	13.4	1.3	1.2
CN(C)S(=O)(=O)c1cccc(N2C(=O)CC3(CCCCC3)CC2=O)c1	4.5	3.6	1.3	-3.8	0.1	-0.7	3.7	0.4	-5.2
CCOC(=O)C1(Cc2ccccc2)CCN(Cc2cc(=O)c3ccccc3[nH]2)CC1	1.7	5.9	-1.0	25.3	0.9	-0.5	44.7	0.3	-2.9
COc1cc(/C=N/NC(N)=S)ccc1OCC(=O)N1CCOCC1	-1.3	7.4	-0.5	0.7	-1.2	0.1	23.8	1.2	-4.4
O=C(COC(=O)c1sc2cc(Cl)ccc2c1Cl)Nc1ncc(Cl)cc1Cl	-6.9	4.7	3.3	9.1	-0.2	-0.4	25.6	1.0	-1.6
CN(C)/C=C(/C(=O)c1ccc(Cl)cc1)n1cncn1	-3.0	4.6	-0.7	-32.2	-0.3	-2.5	9.3	-0.3	-14.2
O=C(COC(=O)c1cccnc1Cl)NCc1ccco1	-2.1	3.3	-0.2	9.8	1.2	2.3	26.3	-0.4	-10.8
FC(F)(F)c1cccc(-c2ccn3ncnc3n2)c1	2.7	4.4	0.6	20.3	5.4	-0.9	25.9	1.2	-2.5
O=C(NCCC1=CCCCC1)C1CCN(S(=O)(=O)N2CCOCC2)CC1	-17.9	1.3	0.3	0.5	-0.2	1.3	-23.7	-0.4	-7.1
COc1ccccc1N(C(=O)c1snc(C(N)=O)c1N)C(C(=O)NC1CCCC1)c1ccco1 (stereo unspecified)	10.1	5.2	3.1	24.5	0.6	1.2	.	-2.5	-4.7
CCOC(=O)C1CCN(C(=O)c2sc3nc(-c4ccc(F)cc4)cn3c2C)CC1	-2.1	.	-3.8	-0.2	0.1	1.2	-35.0	-0.3	-3.9
CCN(CC)S(=O)(=O)c1ccc(C(=O)NC(C)(C)C)cc1	-1.2	0.8	-1.3	15.3	2.2	2.3	-18.2	0.6	4.6
CCc1cc2c(=O)c(-c3cscn3)coc2cc1O	8.6	.	1.1	-2.7	0.5	3.2	6.2	0.4	-6.5
Cc1nn2c(NCCCN(C)C)c3c(nc2c1-c1ccccc1)CCCC3	-5.0	5.4	-2.2	-4.3	-0.2	-3.4	-40.1	0.2	11.5
CN1C(=O)N(c2cccc3ccccc23)C(n2cncn2)C1(C)C (stereo unspecified)	-2.1	7.3	-1.3	-0.9	-0.1	-2.9	31.2	1.0	-1.3
O=C(CSc1c[nH]c2ccccc12)NCC1CCCO1 (stereo unspecified)	-8.5	10.8	1.0	0.2	0.0	0.5	-12.2	0.4	-7.2
CC(=O)Nc1ccc2[nH]c(C)cc(=O)c2c1	3.7	15.8	0.9	-2.0	1.1	0.5	16.1	0.3	1.3
O=[N+]([O-])c1ccc(NNC(=S)Nc2ccc(F)cc2)cc1	7.0	.	6.0	-0.8	0.4	-3.9	-31.8	-0.9	-2.1
NS(=O)(=O)c1ccc(NC(=S)NCCc2ccccc2)cc1	21.3	22.0	47.3	34.7	2.5	0.7	-38.6	1.1	9.2
CC(=O)NCc1c(Cl)cccc1-n1cccc1	0.4	1.0	0.6	0.1	0.0	9.7	-14.0	3.3*	-3.8
CCOCCCn1c(=O)c(NC(=O)c2ccc(OCC)cc2)c2n(c1=S)CCCCC2	2.0	8.6	-0.5	12.7	-1.1	-0.5	-1.8	-1.3	-7.1
CC(C)OC(=O)CCC1(C(=O)O)CCC(=O)NC1 (stereo unspecified)	-0.9	3.2	-0.7	-0.5	0.9	-0.3	19.1	0.4	-6.2
O=C(O)C1C2CCC(O2)C1C(=O)NCc1ccncc1 (stereo unspecified)	-13.2	11.8	-1.3	-0.4	-0.2	-0.4	-1.3	0.3	2.1
O=C(O)c1ccc(NC2=C(N3CCOCC3)C(=O)c3ccccc3C2=O)cc1	3.1	14.9	-0.6	1.8	-0.1	-3.0	14.2	0.7	4.3
COc1ccc(-n2cc(-c3ccc(C)cc3)[n+]3c2SCC3)cc1	4.2	0.6	-0.8	1.3	0.0	-3.8	-45.6	0.1	-3.1
Cc1ccc(CN2CCN(/N=C/c3cc([N+](=O)[O-])ccc3Cl)CC2)cc1	0.7	15.5	1.0	-13.4	-0.3	1.0	30.0	0.4	-8.5
O=C(COc1ccccc1)NCc1ccc2c(c1)OCO2	2.7	0.1&4.2	0.1	1.3	-0.1	1.1	-29.0&-102.0	0.1	-14.2
COc1ccc(NC(=O)CSc2nnc(-c3ccncc3)n2CC2CCCO2)c(OC)c1 (stereo unspecified)	27.5	9.7	-0.6	8.8	0.8	0.3	11.8	0.5	-2.1
CCC1(C)N(O)C(C)(C)C(c2ccc(F)cc2)=[N+]1[O-] (stereo unspecified)	-5.0	11.4	0.6	0.9	1.7	0.2	14.3	0.8	4.3

Bioassay records (PubChem BioAssay)
